Compound activity deposited in PubChem BioAssay by The Scripps Research Institute Molecular Screening Center.
TEAD-YAP inh: TEAD-YAP interaction inhibition | inhibition, % at 9.12 µM | HEK-TIYL cells, TEAD-Gal4/YAP UAS-luciferase luminescence | 1.4% of 640,000 active | AID 1259422; in the data active = inhibition above about 32%;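 note: 0% = median of test compound wells and 100% = reference inhibitor wells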
GPR151 ag: human GPR151 activation; Q8TDV0; PathHunter beta-arrestin GPR151 cells, luminescence; activation, % at 11.2 µM; 1% of 650,000 active; AID 1508602; in the data active = activation above about 4.9%;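 note: 0% = median of compound wells and 100% = cells with positive control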
Target sequence (Q8TDV0 whole entry, looked up): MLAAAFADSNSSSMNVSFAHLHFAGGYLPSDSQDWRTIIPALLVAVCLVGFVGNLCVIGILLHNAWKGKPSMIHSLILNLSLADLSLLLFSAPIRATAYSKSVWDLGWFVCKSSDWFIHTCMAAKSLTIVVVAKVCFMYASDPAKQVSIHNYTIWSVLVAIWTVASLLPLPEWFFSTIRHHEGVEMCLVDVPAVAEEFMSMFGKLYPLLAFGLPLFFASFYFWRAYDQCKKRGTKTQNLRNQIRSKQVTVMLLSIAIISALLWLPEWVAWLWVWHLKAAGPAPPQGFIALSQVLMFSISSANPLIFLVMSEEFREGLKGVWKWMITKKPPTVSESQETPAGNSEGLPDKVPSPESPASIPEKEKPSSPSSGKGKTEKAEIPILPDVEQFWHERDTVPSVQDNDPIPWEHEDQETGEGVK
FBW7 act: human FBW7 E3 ligase activation, primary screen; Q969H0; AlphaScreen FBW7–phospho-cyclin E peptide binding, activator screen; normalized activity (activation), % at 26.1 µM; 0.13% of 650,000 active; AID 1259310; in the data active = normalized activity above about 1.9%;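 note: purified mutant Fbw7 with reduced substrate affinity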
MITF inh: human MITF inhibition, primary screen | AlphaScreen MITF homodimerization, bead proximity signal | inhibition, % at 2.6 µM | 0.91% of 650,000 active | AID 1259374; in the data active = inhibition above about 50%;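 note: 0% = vehicle wells with protein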
Target sequence (O75030 whole entry, looked up): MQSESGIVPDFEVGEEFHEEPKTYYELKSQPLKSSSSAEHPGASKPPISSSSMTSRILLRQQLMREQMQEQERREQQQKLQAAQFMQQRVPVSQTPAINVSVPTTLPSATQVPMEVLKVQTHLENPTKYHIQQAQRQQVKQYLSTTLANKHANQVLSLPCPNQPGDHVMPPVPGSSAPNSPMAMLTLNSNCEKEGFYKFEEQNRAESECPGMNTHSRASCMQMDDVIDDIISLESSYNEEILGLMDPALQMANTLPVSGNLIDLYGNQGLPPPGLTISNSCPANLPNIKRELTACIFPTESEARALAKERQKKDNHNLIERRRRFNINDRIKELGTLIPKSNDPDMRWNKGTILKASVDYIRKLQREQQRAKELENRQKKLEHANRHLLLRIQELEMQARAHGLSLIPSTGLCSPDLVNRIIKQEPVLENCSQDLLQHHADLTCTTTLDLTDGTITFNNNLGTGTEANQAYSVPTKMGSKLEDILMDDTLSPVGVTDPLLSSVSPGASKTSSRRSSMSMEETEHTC
* hit, by the source's call; & = joins results of further samples.

Screens in order – TEAD-YAP inh | GPR151 ag | FBW7 act | MITF inh
N#C/C(=C(/O)Cn1cc(C(F)(F)F)cc(Cl)c1=O)c1nc2ccccc2[nH]1
 : -7 | -0.3 | -0.3 | 9
COc1ccc(-n2nnc3c(SCC(=O)Nc4ccc5c(c4)OCO5)ncnc32)cc1
 : 2 | -0.4 | -0.3 | -3
Cc1cc2oc(=O)cc(C)c2cc1NC(=O)c1cccc(Br)c1
 : 1 | -0.1 | -0.1 | 0
Cc1ccc(S(=O)(=O)Nc2cc3c4c(oc3c3ccccc23)CCCC4)cc1
 : -3 | -0.4 | 0.2 | 1
CC(=O)NC(CC(C)C)c1nnc2n1CCN(C(=O)c1cc(C(C)C)on1)CC2 (stereo not given)
 : -10 | 0.9 | -0.3 | -7
COC(=O)c1ccc(Nc2nnc(-c3ccc(C)c(S(=O)(=O)NCCO)c3)c3ccccc23)cc1
 : -13 | -1.9 | 0.2 | 12
CN(C)N1C(N)=C(C#N)C(c2cccnc2)C2=C1CCCC2=O (stereo not given)
 : 8 | -0.8 | -0.1 | 3
CCn1nnc2c(=O)oc3ccccc3c21
 : 11 | 0.5 | 0.1 | 0
O=C(COc1ccc(Cl)cc1)OCc1ccccc1
 : -13 | 0.7 | 0.5 | 13
Cc1nn(C)c(C)c1-c1nc2ccc(C(N)=O)cc2s1
 : -9 | -0.1 | 0.3 | 11
CCc1ccc(CN2CCN(C3CCCCC3)CC2)cc1
 : 0 | -0.4 | -0.1 | 62*
O=S(=O)(c1ccc2c(c1)OCCO2)N1CCC(O)(c2cccnc2)CC1
 : -3 | 1.8 | 0.1 | 2
Cc1cnc(NC(=O)CSc2nnc3n(C)c(=O)c4ccccc4n23)s1
 : 6 | -0.4 | -0.2 | 8
CN(C)CCCn1c(-c2ccccc2)nc(=S)c2c1CC(C)(C)OC2
 : 1 | -0.7 | -0.2 | 19
O=C(Nc1nccs1)c1ccc(-c2ccc([N+](=O)[O-])cc2)o1
 : -30 | 0.1 | -0.3 | 1
CCOC(=O)c1cc2c(c(CSc3nc4sc(C(=O)OCC)c(C)c4c(=O)n3CC3CCCO3)c1)OCOC2 (stereo not given)
 : 4 | 0.6 | -0.1 | 3
CSc1cccc(NC(=O)C2C3C=CC4(O3)C2C(=O)N(CCCN2CCOCC2)C4C(=O)NC2CCCCC2)c1 (stereo not given)
 : 4 | 0.0 | 0.1 | 8
N#Cc1ccc(C(=O)Nc2nc3ccc(F)cc3s2)c(F)c1
 : -63 | 0.6 | -0.1 | -7
CCCN(CCC)CCCNC(=O)c1sc2ncn(CC(=O)N3CCCCC3C)c(=O)c2c1C (stereo not given)
 : 7 | -1.0 | 0.0 | 0
CCOC(=O)CNC(=O)/C(=C/c1cccc(Br)c1)NC(=O)c1ccco1
 : 3 | -0.6 | 0.0 | 19
CCOC(=O)c1sc(NC(=O)CN2CCCC2)c(C(=O)OCC)c1C
 : -14 | 2.1 | 0.0 | 7
NC(=O)c1ccc(-c2cccc(C(=O)NCCCN3CCCC3=O)c2)cc1
 : -15 | 0.5 | 0.1 | 15
CCC(=O)C1=C(c2cccc(OC)c2)N(C(=O)CC)n2c(CC)nnc2S1
 : 2 | 2.9 | -0.1 | -6
CC(C)CCCC(C)N (stereo not given)
 : 0 | -1.3 | 0.1 | 10
CCc1ccc(N2C(=O)C3C(c4cccc(Cl)c4)OC4(C(=O)c5ccccc5C4=O)C3C2=O)cc1 (stereo not given)
 : 1 | 1.5 | -0.1 | 2
O=S(=O)(c1cccc(C(F)(F)F)c1)N1CCC(N2CCCCC2)CC1
 : 2 | -0.2 | 0.0 | -4
CCCCNC(=O)C1CCC(CNS(=O)(=O)c2ccc(OC)cc2)CC1 (stereo not given)
 : 2 | -1.7 | 0.3 | -1
CCOC(=O)Cn1ncc2c3sc(C)cc3n(Cc3ccc(F)cc3)c2c1=O
 : 0 | -0.7 | -0.2 | -14
O=C(NC1CCN(C(=S)Nc2ccc(F)cc2)CC1)c1ccco1
 : -1 | 0.0 | 0.1 | -10
COc1n[nH]c(C(=O)Nc2ccc(S(=O)(=O)Nc3onc(C)c3C)cc2)c1[N+](=O)[O-]
 : 2 | 1.6 | -0.1 | 8

Some entries already given, limited to MITF inh:
compound | MITF inh
CCOC(=O)CNC(=O)/C(=C/c1cccc(Br)c1)NC(=O)c1ccco1 | 19
CCOC(=O)c1sc(NC(=O)CN2CCCC2)c(C(=O)OCC)c1C | 7
NC(=O)c1ccc(-c2cccc(C(=O)NCCCN3CCCC3=O)c2)cc1 | 15
CCC(=O)C1=C(c2cccc(OC)c2)N(C(=O)CC)n2c(CC)nnc2S1 | -6
CC(C)CCCC(C)N (stereo not given) | 10
CCc1ccc(N2C(=O)C3C(c4cccc(Cl)c4)OC4(C(=O)c5ccccc5C4=O)C3C2=O)cc1 (stereo not given) | 2

Following part:
Screens in order – TEAD-YAP inh | GPR151 ag | FBW7 act | MITF inh
Cc1ccc(NC(=O)c2ccc3c(=O)n(C4CCCCC4)c(=S)[nH]c3c2)cc1C
 : 9 | 2.7 | 0.0 | 10
S=C(Nc1ccccc1)NC1CCCC1
 : -3 | 0.8 | 0.0 | 0
Cc1ccc2occ(C(c3nnnn3C(C)(C)C)N3CCN(C)CC3)c(=O)c2c1 (stereo not given)
 : 7 | 0.2 | -0.1 | 14
Nc1ccccc1NC(=O)c1ccc(Cl)cc1
 : -45 | 0.6 | -0.1 | 10
Cc1ccc(S(=O)(=O)CCC(=O)OCc2ccc(S(=O)(=O)C(C)C)cc2)cc1
 : 8 | -1.3 | 0.0 | -6
O=C(NCc1ccccc1)C1CCC(Cn2c(SCc3cc(=O)n4cc(Cl)ccc4n3)nc3ccccc3c2=O)CC1 (stereo not given)
 : 4 | 0.8 | 0.0 | 1
O=C(Cc1ccc(F)cc1)Nc1nc2cc3c(cc2s1)OCCO3
 : -42 | 1.4 | -0.1 | 0
O=C(O/C(=C/c1nc2ccccc2n1Cc1cccc2ccccc12)c1ccccc1)c1ccccc1
 : 1 | -0.2 | 0.1 | 7
CCN(Cc1ccccc1)C(=O)c1ccc(CNc2c(N3CCOCC3)c(=O)c2=O)cc1
 : 11 | -1.5 | 0.0 | -4
CCOc1ccc(C2NC(=S)NC(C)=C2C(=O)Nc2ccc(OC)cc2OC)cc1 (stereo not given)
 : 15 | 0.4 | -0.2 | -6
Cc1ccc(-c2ccc(S(=O)(=O)NCc3ccccn3)cc2)cc1
 : 5 | -0.2 | -0.1 | -2
CCOC(=O)c1c(NC(=O)CSc2nnc(CNC(=O)c3cccc(OC)c3)n2-c2ccc(F)cc2)sc2c1CCCC2
 : 1 | 0.9 | 0.1 | 6
CCOc1ccc(/C(O)=C2/C(=O)C(=O)N(CCN(CC)CC)C2c2ccc(C)cc2)cc1C (stereo not given)
 : 6 | 1.0 | -0.2 | -2
COc1cccc(CC2(CO)CCCN(Cc3ccc4c(c3)OCCO4)C2)c1 (stereo not given)
 : 10 | -1.4 | -0.1 | 16
Cc1ncoc1C(=O)NCc1ccccc1Cl
 : -2 | 0.9 | 0.0 | 9
COc1ccc(NC(=S)NC(=O)c2cc(OC)cc(OC)c2)cc1
 : -16 | -1.4 | -0.3 | -3
Cc1nn(C(C)C)c(C)c1CN1CCCC(N2CCC(CO)CC2)C1 (stereo not given)
 : 2 | 0.6 | 0.0 | 4
CNC(=O)CSc1nnc(-c2cccnc2)n1-c1cccc(C)c1C
 : 7 | 0.7 | 0.0 | 5
O=C1CC2c3ccccc3C1C1C(=O)N(c3ccccc3F)C(=O)C21 (stereo not given)
 : 0 | -1.0 | 0.1 | 1
OCCCNc1ccc2ncc(-c3cccc(C(F)(F)F)c3)n2n1
 : 19 | -0.3 | 0.2 | 21
O=C(NCCSCc1ccccc1)c1ccc(N2CC3CC(C2)c2cccc(=O)n2C3)c(NC(=O)c2c(F)cccc2F)c1 (stereo not given)
 : -10 | 0.3 | -0.2 | -6
N=c1c2c(-c3ccccc3)c(-c3ccccc3)oc2ncn1CCN1CCOCC1
 : -17 | 1.5 | -0.2 | 9
CC(C)CN1CCN(Cc2c[nH]c3ccccc23)CC1CCO (stereo not given)
 : -2 | 0.3 | -0.1 | 1
COc1ccc(CN(Cc2ccccn2)C(=O)CN2C(=O)C(C)Oc3ccccc32)cc1 (stereo not given)
 : 10 | 0.1 | -0.2 | -1
CCC(C)NS(=O)(=O)c1ccc(NC(=O)CSCc2ccccc2)cc1 (stereo not given)
 : -4 | 0.5 | 0.0 | -10
CCCC1CC(C(=O)NC(C(C)O)C2OC(SC)C(O)C(O)C2O)N(C)C1 (stereo not given)
 : 18 | -1.4 | 0.2 | 11
CNC(=S)Nc1ccc(C(=O)O)cc1
 : -4&7 | -0.5&0.7 | -0.1&0.1 | 2&8
CC1CCN(S(=O)(=O)c2ccc3nc4c(c(C(=O)O)c3c2)CCCC4)CC1
 : -14 | -1.7 | 0.1 | 21
CCOC(=O)c1c(NC(=O)CSc2cn(C)c3ccccc23)sc2c1CCCCC2
 : -10 | 0.0 | -0.2 | 9
Cc1ccc(C(C)C)c(OCc2nnc(NC(=O)c3ccc(Br)cc3)s2)c1
 : -8 | 2.1 | 0.1 | -1

Next part:
Molecule	TEAD-YAP inh	GPR151 ag	FBW7 act	MITF inh
Cc1ncn(-c2ccc(Nc3cc(-c4oncc4-c4ccc(F)cc4)ccn3)cc2)n1	-4	-1.1	0.0	14
Cc1ccc(CCNCc2c(C(=O)O)n(Cc3ccccc3)c3ccccc23)cc1	12	0.4	0.0	8
O=C(c1cc([N+](=O)[O-])ccc1N1CCCC1)N1CCCC1	6	0.9	-0.3	-9
COc1ccc(C(C)=O)cc1COC(=O)c1ccc(-n2cnnn2)cc1	5	-1.7	-0.1	-14
CCc1ccc(NC(=O)CCS(=O)(=O)c2ccc3c(c2)CC(C)N3C(=O)C2CC2)cc1 (stereo not given)	14	-1.1	-0.2	1
N/C(=N\OC(=O)Cc1c(F)cccc1Cl)c1ccccn1	-26	-0.1	-0.1	0
CCc1nnc(NC(=O)c2ccc(-c3cccc([N+](=O)[O-])c3)o2)s1	4	1.7	0.1	7
O=C(CN(Cc1ccc(Br)cc1)S(=O)(=O)c1ccccc1)N1CCN(Cc2ccccc2)CC1	-3	0.1	0.0	8
CCCCC1=NN2C(=N)/C(=C/c3cc(Cl)c(OCCOc4ccccc4)c(OC)c3)C(=O)N=C2S1	-6	0.7	0.1	6
Cc1cc(Nc2ccccc2)nc(NCCCN2CCCC2=O)n1	-19	-0.7	0.1	13
Cc1cccc2cc(CN[C@H]3CCCCNC3=O)c(N3CCCC3)nc12	-24	-0.1	-0.3	10
Cc1cc(Br)ccc1OCC(N)=O	0	3.6	0.1	5
CCOc1cc(OCC)cc(C(=O)Nc2ccc(-c3nc4ccccc4s3)c(O)c2)c1	-2	-1.6	-0.1	15
Cc1ccc(-c2cc(C(=O)OCC(=O)Nc3ccc(C(N)=O)cc3)c3ccccc3n2)o1	6	0.7	0.1	7
Cc1ccc2c(COC(=O)COc3ccccc3C#N)cc(=O)oc2c1C	6	-0.7	0.4	17
Cc1ccc(C)c(OCCCCCNCCO)c1	-9	-0.3	0.0	-4
C=CCNC(=O)c1cnc2scc(-c3ccccc3Cl)n2c1=O	8	0.5	0.2	4
COc1ccc(Cl)cc1C(=O)Nc1c2c(nn1-c1ccc([N+](=O)[O-])cc1)CS(=O)(=O)C2	5	-2.1	1.2	4
COc1cccc(/C=N/n2c(-c3ccccc3)n[nH]c2=S)c1O	4	0.3	0.6	0
CCCc1ncc(CN2CCC(C(=O)Nc3ccccc3-c3cccc(OC)c3)CC2)cn1	-4	-0.2	1.4	10

The closing 2 entries of the part before open the next one.
Molecule	TEAD-YAP inh	GPR151 ag	FBW7 act	MITF inh
COc1cccc(/C=N/n2c(-c3ccccc3)n[nH]c2=S)c1O	4	0.3	0.6	0
CCCc1ncc(CN2CCC(C(=O)Nc3ccccc3-c3cccc(OC)c3)CC2)cn1	-4	-0.2	1.4	10
Cc1cccc(NC(=O)COc2c(C)cccc2C)c1	-2	0.4	0.2	-5
CCOC(=O)C1(CC(=O)c2ccc(F)cc2)C(=O)Oc2ccccc2C1c1ccccc1 (stereo not given)	2	-1.4	0.3	2
Cc1cc(F)c(F)c(C(=O)N2CCN(c3cc(N4CCCCC4)c(F)cc3[N+](=O)[O-])CC2)c1Cl	11	1.2	0.2	13
Cc1ccccc1CN1C[C@@H]2C[C@@H](c3ccsc3)N3CCC[C@@]23C1=O	0	-0.7	0.7	8
CS(=O)(=O)N1CCN(C(=O)c2cc(Cl)ccn2)CC1	-2	3.7	0.0	3
CCOC(=O)c1ccccc1NC(=O)/C=C/c1ccc(OCC)cc1	-9	0.1	0.3	-2
CCOc1cc(C#N)c(NC(=O)c2cccc(S(=O)(=O)N3CCCC3)c2)cc1OCC	3	-2.2	0.8	18
O=C(Nc1ccc2c(c1)CN(Cc1ccc3c(c1)OCCO3)CC2)C1CCCO1 (stereo not given)	5	0.9	0.1	-7
O=C(NCc1ccco1)C1CCC(Cn2c(=O)[nH]c3ccsc3c2=O)CC1 (stereo not given)	2	-0.2	-0.1	5
Cc1cccc([N+](=O)[O-])c1N1CCC2(CC1)OCCO2	-4	0.3	-0.4	6
Cc1sc2ncc(C(=O)N[C@H](CO)C(C)C)c(=O)n2c1C	-5	-0.2	-0.4	10
CN1CCCc2c1[nH]c1ccccc1c2=O	1	0.9	0.0	5
Cc1nn(C)c(N=Nc2c(O)[nH]c3ccc(F)cc23)c1[N+](=O)[O-]	-3	2.4	0.0	0
CCCCN(C)C(=O)c1sc2ncnc(N3CCC(C)CC3)c2c1C	-4	-0.3	0.2	8
O=C(CN1CCCC(c2nc3ccccc3[nH]2)C1)NCc1ccccc1 (stereo not given)	9	2.0	-0.3	3
COc1cccc(CN(Cc2ccco2)C(=O)c2cc3cccc(OC)c3oc2=O)c1OC	-8	1.3	-0.1	-1
O=C(C1CCCC1)N1CCc2ccc(NC(=O)C34CC5CC(CC(C5)C3)C4)cc21	-11	0.0	0.0	0
